# Pemphigus Ab inh: inhibitors of pemphigus antibody binding to human desmoglein-3 | P32926 | hit rate 0.48% among 310,000 | DSG3-coupled beads, scFv-anti-DSG3-GFP binding, flow cytometry; hits give low values | binding (percent of control), % at 10 µM | AID 588358;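 active means binding more than 3 SD below its plate's average and above zero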;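 further: hits lower antibody fragment binding to DSG3; some compounds called inactive have numbers as strong as hits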
# CAL PDZ FP-1: inhibitors of human CAL PDZ peptide binding | Q9HD26 | purified CAL PDZ, TMR-peptide fluorescence polarization, 1 h | inhibition, % at 20 µM | hit rate 0.02% among 330,000 | AID 504414;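 active means highest replicate inhibition of at least 40%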;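 further: plate controls were DMSO neutral control wells for no effect and unlabeled competitor peptide control wells for full effect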
#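 System: purified tagged CAL PDZ domain construct (CerCALP). Schedule: 1 h incubation at room temperature before polarization reading. Medium: 25 mM sodium phosphate pH 7.4, 150 mM NaCl, TCEP, IgG, Thesit. Read-out: percent inhibition from loss of millipolarization. Measured by: FP readout, S and P plane fluorescence. Probe or stimulus: fluorescent TMR peptide probe.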
# Keap1-Nrf2 PPI: inhibitors of human Keap1-Nrf2 protein-protein interaction; Keap1 Kelch-Nrf2 peptide fluorescence polarization, 1536-well; inhibition, % at 9.4 µM; hit rate 0.15% among 340,000; AID 504523; in the data active means inhibition above about 12%;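 further: human Keap1 Kelch domain with fluorescein labeled Nrf2 9mer peptide probe; 0% = neutral control wells and 100% = peptide positive control; higher means more block of Keap1 binding to Nrf2 peptide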
# RTF Ca sens inh: cardiac RTF calcium desensitization. P19429+P45379. inhibition, % at 7.15 µM. hit rate 0.12% among 340,000. IANBD-labeled cardiac RTF, Ca2+ fluorescence. AID 493244;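 active means inhibition above the mean inhibition of all tested compounds plus 3 SD, cut at about 17% in these data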;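 further: assay run at fixed EC70 calcium of 1.6 mM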
# NSD2 inh: blocks human histone methyltransferase NSD2 | inhibition, % at 12.5 µM | NSD2 peptide methylation, AlphaScreen, 120 min | hit rate 0.54% among 310,000; in the data active means inhibition above about 50%
# Target sequence (O96028 whole entry, looked up): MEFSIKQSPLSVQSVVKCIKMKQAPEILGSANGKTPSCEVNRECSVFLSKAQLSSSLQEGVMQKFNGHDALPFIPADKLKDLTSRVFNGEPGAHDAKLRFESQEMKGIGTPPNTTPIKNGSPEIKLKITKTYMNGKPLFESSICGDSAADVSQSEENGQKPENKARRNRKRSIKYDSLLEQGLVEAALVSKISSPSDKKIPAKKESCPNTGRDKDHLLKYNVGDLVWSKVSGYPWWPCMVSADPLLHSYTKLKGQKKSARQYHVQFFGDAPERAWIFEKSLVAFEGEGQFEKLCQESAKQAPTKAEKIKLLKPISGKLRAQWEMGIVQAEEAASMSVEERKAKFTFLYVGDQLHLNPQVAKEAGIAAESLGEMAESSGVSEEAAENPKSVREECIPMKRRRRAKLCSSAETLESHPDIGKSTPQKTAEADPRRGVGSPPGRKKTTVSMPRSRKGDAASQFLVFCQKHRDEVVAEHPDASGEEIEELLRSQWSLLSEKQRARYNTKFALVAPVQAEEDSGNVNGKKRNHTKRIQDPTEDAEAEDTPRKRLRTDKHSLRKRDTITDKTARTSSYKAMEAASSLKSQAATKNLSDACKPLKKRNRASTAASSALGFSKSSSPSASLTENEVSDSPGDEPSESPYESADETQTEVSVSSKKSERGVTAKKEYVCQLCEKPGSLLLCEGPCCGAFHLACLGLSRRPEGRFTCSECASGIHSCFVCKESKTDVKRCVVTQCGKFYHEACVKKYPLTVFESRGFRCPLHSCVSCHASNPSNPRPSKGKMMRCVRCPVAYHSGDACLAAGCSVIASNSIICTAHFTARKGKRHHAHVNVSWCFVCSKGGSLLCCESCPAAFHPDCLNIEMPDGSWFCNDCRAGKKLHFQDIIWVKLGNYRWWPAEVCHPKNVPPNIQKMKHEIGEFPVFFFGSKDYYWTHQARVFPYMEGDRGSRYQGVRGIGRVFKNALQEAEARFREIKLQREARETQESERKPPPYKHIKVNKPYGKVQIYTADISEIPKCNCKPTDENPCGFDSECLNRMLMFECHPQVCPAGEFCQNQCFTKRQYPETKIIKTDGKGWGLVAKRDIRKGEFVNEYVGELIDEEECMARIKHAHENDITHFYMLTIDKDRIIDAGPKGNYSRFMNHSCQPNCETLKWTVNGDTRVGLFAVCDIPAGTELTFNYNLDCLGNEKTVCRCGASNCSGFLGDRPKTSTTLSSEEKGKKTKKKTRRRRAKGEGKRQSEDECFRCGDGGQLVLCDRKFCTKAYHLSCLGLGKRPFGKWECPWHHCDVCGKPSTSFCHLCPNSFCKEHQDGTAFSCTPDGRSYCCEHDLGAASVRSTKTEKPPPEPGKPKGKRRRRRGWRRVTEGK
# V-ATPase pH: yeast V-ATPase proton transport regulation by pHLuorin | hit rate 0.37% among 350,000 | AID 504577 | S. cerevisiae, pHLuorin cytosolic pH fluorescence | response, % at 10 µM; in the data active means response mostly above about 7.3%, no sharp cut-off; inactive means mostly below about 5.4%; further: actives read high; inactives centre near 0; some compounds called inactive have numbers as strong as hits; reference of the scale not given here
# DAGLB inhibitor: diacylglycerol lipase beta (human) inhibition; inhibition, % at 5.17 µM; HEK293T DAGLB membrane lysate, EnzChek fluorogenic substrate; Q8NCG7; hit rate 0.059% among 340,000; AID 504411; in the data active means inhibition above about 34%;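 further: 0% = enzyme with vehicle and 100% = wells lacking enzyme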
# C-LANA FP: KSHV C-LANA DNA binding inhibition; MBP-C-LANA/FAM-LBS DNA binding, fluorescence polarization; inhibition, % at 9 µM; hit rate 0.078% among 340,000; AID 504423;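 active means highest replicate inhibition at or above 60% at 9 µM, even if other replicates fall short; inactive means all replicates below 60% inhibition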;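 further: 0% = neutral control wells and 100% = 4 µM acridine orange control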
# Arrestin-AP2 inh: inhibitors of human beta-arrestin and AP2 interaction; FITC-arrestin peptide / GST-AP2 beads, flow cytometry; AP2 beta2 appendage carries R879A mutation; inhibition, % at 10 µM; hit rate 0.31% among 340,000; AID 504490;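 active means inhibition above a set limit, near 3 SD of compounds lacking own fluorescence, cut at about 54% in these data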;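 further: plate controls were DMSO wells for no effect and 5 µM unlabelled arrestin peptide for full effect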
#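 test system = AP2 appendage R879A on GSH beads | buffer or medium = PBS plus Tween 20 (0.05%) and BSA (0.1%) | incubation = 12 min plus 1 h, RT | detection = bead flow cytometry, FITC channel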
# CAL PDZ FP-2: CAL PDZ (human) peptide binding inhibition. Q9HD26. purified CAL PDZ, TMR-peptide fluorescence polarization, 1 h. inhibition, % at 24.9 µM. hit rate 0.92% among 300,000. AID 602252;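 active means mean inhibition of at least 30% with at least half of replicates also reaching 30%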;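 further: 0% = DMSO neutral control and 100% = excess unlabeled competitor peptide PRC23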
# * = called active by the depositor; / = no result given. This is a subset; the hit share may differ from the screen's.
Molecule,Arrestin-AP2 inh,NSD2 inh,CAL PDZ FP-2,CAL PDZ FP-1,Pemphigus Ab inh,RTF Ca sens inh,Keap1-Nrf2 PPI,V-ATPase pH,C-LANA FP,DAGLB inhibitor
CCOC(=O)N/N=C/c1ccccc1OCc1ccc(Cl)cc1,-3,-4,-1,-3.4,107,-9,2,-4,-0.1,-6
Cc1cc(C)c2c(n1)sc1c(=O)n(CC(=O)c3ccccc3)cnc12,5,-2,0,-3.0,/,-3,-4,2,0.1,-4
COC(=O)C[C@H]1C=C[C@@H](C(C(=O)OC)C(=O)OC)CN1C(C)=O,-5,/,91*,-0.5,98,-2,2,4,0.4,0
CC(C)CN(C(=O)COC(=O)c1nc(Cl)ccc1Cl)c1c(N)n(Cc2ccccc2)c(=O)[nH]c1=O,0,16,-7,-2.4,113,-3,-6,0,-0.7,2
Cc1sc2ncn(/N=C/c3ccco3)c(=O)c2c1C,8,1,8,0.3,96,-4,3,3,-1.6,0
Cc1nc2ccccc2cc1OCc1ccc(F)cc1,-2,/,-5,-2.4,102,-4,0,-4,1.3,-3
O=C(NCCc1ccccc1)C1CCCN(S(=O)(=O)c2cccc3nonc23)C1 (configuration not stated),-3,1,-4,0.3,/,-5,-6,1,1.5,0
Cc1ccc(Nc2cc(C)nc(-c3ccccc3O)n2)cc1,-5,/,-1,/,107,3,4,0,0.7,-10
O=S(=O)(NC1CCN(S(=O)(=O)c2c(F)cccc2F)CC1)c1ccc2c(c1)OCCO2,22,/,2,-1.9,102,-2,3,0,16,-2
Cc1ccnc(NS(=O)(=O)c2ccc(NC(=O)c3ccc(C)o3)cc2)n1,0,0,-1,-1.7,96,3,-3,-2,0.0,1
CCNc1nc(NC(C)C)nc(N2CC(=O)N(CC(=O)OCC)C2=N)n1,-2,0,4,0.2,98,4,1,1,-1.8,0
Cc1ccsc1C(=O)NNC(=O)c1ccc(NS(=O)(=O)c2cccs2)cc1,-5,0,0,0.3,113,-13,0,4,2.1,-4
CCCCCCN1CC(O)=C(c2ccccc2)C1=N,-11,/,-2,-1.4,/,-1,-6,2,-2.5,2
Cc1ccc(-n2nc3c(c2NC(=O)c2ccccc2)CS(=O)(=O)C3)cc1C,-3,-2,-1,-2.0,107,0,-2,-1,-0.9,0
Cc1cc(C)c2c3c(sc2n1)C(c1cccc(F)c1)C(C#N)=C(N)O3 (configuration not stated),14,-1,/,-2.1,97,-1,-1,0,0.9,-4
O=C1c2cccc3cc([N+](=O)[O-])cc(c23)C(=O)N1c1nncs1,-6,0,-3,-1.0,114,-3,2,8,0.0,2
COC(=O)C(CCCCNC(=O)c1ccc([N+](=O)[O-])cc1)NC(=O)c1ccc([N+](=O)[O-])cc1 (configuration not stated),3,3,-2,0.2,101,-3,-2,2,0.5,2
CCOC(=O)c1cc2c(s1)-c1ccccc1CC2,-2,-3,-3,0.4,118,-1,-5,-4,5.1,-12
COC(=O)[C@H](CCSC)NC(=O)Cn1ccc(N)nc1=O,-3,/,-2,-0.4,106,6,-5,0,-1.3,5
NC(=O)CCN(C1CCCCC1)S(=O)(=O)c1cccc2nsnc12,2,-3,-2,-0.3,/,2,1,1,0.5,1

# More structures:
Molecule,Arrestin-AP2 inh,NSD2 inh,CAL PDZ FP-2,CAL PDZ FP-1,Pemphigus Ab inh,RTF Ca sens inh,Keap1-Nrf2 PPI,V-ATPase pH,C-LANA FP,DAGLB inhibitor
CCS(=O)(=O)N1CCCC(C(=O)NCCc2ccc(OC)c(OC)c2)C1 (configuration not stated),4,0,-2,-1.2,131,-12,-6,1,-1.2,0
COc1ccc(NC(=S)NCc2cccnc2)cc1OC,9,6,-1,-9.1,99,-14,-6,2,-0.4,2
CC12CCC(C(=O)NCc3ccc4c(c3)OCO4)(CC1=O)C2(C)C (configuration not stated),10,-1,-4,0.2,112,-1,-4,-3,0.0,-5
O=S(=O)(c1ccc(Cl)cc1)N(Cc1ccccn1)Cc1ccccn1,39,-1,-5,-0.8,95,-15,0,1,1.3,-5
Cc1ccc(NC(=O)CN(C)C(=O)c2ccc(OCc3cn4ccccc4n3)cc2)cc1,1,-2,/,-2.2,101,1,-1,-2,3.5,-2
COc1ccccc1C(=O)N/N=C/c1ccc(Cl)s1,-1,-2,-1,-0.9,104,0,0,5,-2.3,-7
Cc1cccc(CSc2nc3[nH]ncc3c(=O)[nH]2)c1,26,-6,-5,-1.0,91,-3,-1,0,-0.5,-1
O=C(COC(=O)c1cc(Cl)ccc1Cl)NC1CCCC1,11,0,1,-1.7,107,-11,1,/,0.3,-3
CCOCCCNC(=O)NC12CC3CC(CC(C3)C1)C2,9,-1,0,0.0,107,-6,-1,0,1.9,1
COc1ccc(CNC(=O)CN(c2ccc(C(C)=O)cc2)S(=O)(=O)c2ccc(C)cc2)cc1OC,8,4,0,0.0,118,-8,-2,-1,4.2,1
COC(=O)[C@@H]1C[C@H]2CC[C@H](O)C[C@H]2N1Cc1ccccc1OS(=O)(=O)c1ccc(C)cc1,-10,/,-2,-2.3,116,4,-8,0,-0.2,-2
Cc1ccc(C)c(S(=O)(=O)N(C)c2ccc(OC(=O)C3CCN(C(=O)c4ccc(F)cc4)CC3)cc2)c1,13,-1,-3,-0.8,99,-7,-2,-2,0.7,-5
Oc1[nH]c2ccc(Br)cc2c1N=NC(=S)N1CCOCC1,-16,/,-5,-1.0,93,0,2,-5,-2.3,30
COc1ccc(S(=O)(=O)N2CCOC2CNC(=O)C(=O)NCCCN2CCOCC2)cc1C (configuration not stated),-4,-2,5,-1.4,115,-6,-7,-1,-1.0,0
CC(C)c1cccc(-c2ccc3c(c2)S(=O)(=O)c2cccc(C(=O)NC4CCCC4)c2C3=O)c1,15,/,-1,-0.1,96,-8,-3,-3,-0.6,-2
CCCc1cc(=O)oc2cc(C)cc(OCC(=O)NCC(O)c3ccccc3)c12 (configuration not stated),-7,-2,/,-0.6,101,-6,3,1,-1.3,0
COC(=O)c1ccc(NS(=O)(=O)NC(=O)c2cn(C)c3ccccc23)cc1,-4,0,-4,-2.0,109,-8,-8,-2,-0.9,0
CCCN(CC(=O)Nc1ccccc1C)C(=O)CCCc1c[nH]c2ccccc12,-4,-1,132*,0.3,102,0,0,5,-0.7,0
COc1ccc(NC(=O)c2sc3nc(N4CCOCC4)c4c(c3c2N)CC(C(C)C)OC4)c(OC)c1 (configuration not stated),1,-1,2,-1.0,102,4,-1,-8,5.5,0
Clc1ccc(-c2csc(=Nc3cccnc3)n2CCCn2ccnc2)cc1Cl,10,14,-1,-1.8,96,17,0,-4,0.2,6

# (further entries)
Molecule,Arrestin-AP2 inh,NSD2 inh,CAL PDZ FP-2,CAL PDZ FP-1,Pemphigus Ab inh,RTF Ca sens inh,Keap1-Nrf2 PPI,V-ATPase pH,C-LANA FP,DAGLB inhibitor
CC(C)c1nc2c(c(=O)n(C)c(=O)n2C)n1C,-7,0,1,-1.6,97,-15,-1,-1,0.4,0
COc1cccc(C2CC(c3ccccc3Cl)Nc3nc(N)nn32)c1 (configuration not stated),0,-4,-5,-3.0,92,3,2,-3,-0.5,-2
Cc1ccc2oc3c(c(=O)c2c1)C(c1cccc(Br)c1)N(Cc1ccco1)C3=O (configuration not stated),-4,-3,/,-2.0,108,-12,0,-2,0.1,0
Cc1ccccc1N(CC(=O)N/N=C/c1ccc(N(C)C)cc1)C(=O)c1ccccc1,22,0,-1,-2.4,104,-8,-4,0,1.1,2
CCCCCCn1c(N2CCN(c3ccccc3)CC2)nc2c1c(=O)n(C)c(=O)n2C,5,1,3,-3.0,100,-3,-4,3,-1.2,-5
COc1cc(-c2c(C#N)c(N)nc3c2CCCC3)cc(OC)c1OC,-1,-1,-3,-1.6,118,1,1,1,0.8,-1
COCC(=O)Nc1nnc(Cc2ccc(OC)c(OC)c2)s1,-3,-3,-2,/,103,-9,-5,2,0.9,3
CC(C)(C)n1nnnc1C(c1cccs1)N1CCCc2ccccc21 (configuration not stated),1,5,-2,/,104,1,-2,-2,-1.7,-4
CCOC(=O)C1=C(C)NC2=C(C(=O)CC(C)(C)C2)C1c1ccsc1 (configuration not stated),0,-5,-1,-2.1,99,-13,-3,-2,1.1,1
COc1cc(-c2c(-c3cccc(C)c3)oc3ccccc23)cc(OC)c1OC,-6,/,-1,-0.3,/,-5,-7,4,0.9,-16
OC(COc1ccccc1Cl)CN1CCN(CC(O)COc2ccccc2Cl)CC1 (configuration not stated),32,/,-12,/,91,2,-1,-3,-1.0,2
CCOC(=O)N1CCN(C2=C(NS(=O)(=O)c3ccc(C)cc3)C(=O)c3ccccc3C2=O)CC1,-3,64*,-3,-0.4,104,-2,0,-1,-0.6,25

# As a short view, part of the list above.
Molecule,Arrestin-AP2 inh,NSD2 inh,CAL PDZ FP-2,CAL PDZ FP-1,Pemphigus Ab inh,RTF Ca sens inh,Keap1-Nrf2 PPI,V-ATPase pH,C-LANA FP,DAGLB inhibitor
OC(COc1ccccc1Cl)CN1CCN(CC(O)COc2ccccc2Cl)CC1 (configuration not stated),32,/,-12,/,91,2,-1,-3,-1.0,2
CCOC(=O)N1CCN(C2=C(NS(=O)(=O)c3ccc(C)cc3)C(=O)c3ccccc3C2=O)CC1,-3,64*,-3,-0.4,104,-2,0,-1,-0.6,25

# By substructure, the entries above with a Cl atom (8)
Molecule,Arrestin-AP2 inh,NSD2 inh,CAL PDZ FP-2,CAL PDZ FP-1,Pemphigus Ab inh,RTF Ca sens inh,Keap1-Nrf2 PPI,V-ATPase pH,C-LANA FP,DAGLB inhibitor
CCOC(=O)N/N=C/c1ccccc1OCc1ccc(Cl)cc1,-3,-4,-1,-3.4,107,-9,2,-4,-0.1,-6
CC(C)CN(C(=O)COC(=O)c1nc(Cl)ccc1Cl)c1c(N)n(Cc2ccccc2)c(=O)[nH]c1=O,0,16,-7,-2.4,113,-3,-6,0,-0.7,2
O=S(=O)(c1ccc(Cl)cc1)N(Cc1ccccn1)Cc1ccccn1,39,-1,-5,-0.8,95,-15,0,1,1.3,-5
COc1ccccc1C(=O)N/N=C/c1ccc(Cl)s1,-1,-2,-1,-0.9,104,0,0,5,-2.3,-7
O=C(COC(=O)c1cc(Cl)ccc1Cl)NC1CCCC1,11,0,1,-1.7,107,-11,1,/,0.3,-3
Clc1ccc(-c2csc(=Nc3cccnc3)n2CCCn2ccnc2)cc1Cl,10,14,-1,-1.8,96,17,0,-4,0.2,6
COc1cccc(C2CC(c3ccccc3Cl)Nc3nc(N)nn32)c1 (configuration not stated),0,-4,-5,-3.0,92,3,2,-3,-0.5,-2
OC(COc1ccccc1Cl)CN1CCN(CC(O)COc2ccccc2Cl)CC1 (configuration not stated),32,/,-12,/,91,2,-1,-3,-1.0,2
